A549 viability: Nrf2 qHTS screen for inhibitors: counterscreen for cytotoxicity; 390,000 compounds, 0.16% hits; A549 ARE-Fluc cells, CellTiter-Fluor viability, 18-24 h; AID 504648, 2011; Potency, µM (top dose mostly 46 µM), without a hit: top-dose activity change, negative = cytotoxicity, usual class: inhibitors; note: potency is the fitted concentration of half-maximal effect; % is set by controls: 0 for no effect and ±100 for the full control effect
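A549 ARE_Fluc cells in 5% FBS OPTI-MEM were exposed to compounds in concentration-response for 18-24 h at 37 deg C. Viability was read by CellTiter-Fluor fluorescence (Ex 405/Em 525) after 30 min, before the luciferase read.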
Nrf2 ARE act: qHTS of Nrf2 Activators; AREc32 ARE-luciferase reporter (MCF7-derived line), luminescence, 24 h; 410,000 compounds, 0.31% hits; Potency, µM (doses to about 46.1 µM), for inactives: top-dose activation, hits mostly activators; note: potency is the fitted concentration of half-maximal effect; % of control where 0% means no effect; nearly all actives have a fitted effect of over 65% in size
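Luciferase luminescence (Steady-Glo, 30 min at room temperature) served as the read-out of ARE activation in AREc32 cells treated with compounds for 24 hr at 37 deg C.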
Nrf2 block: Nrf2 qHTS screen for inhibitors | A549 ARE-Fluc reporter, luciferase luminescence, 18-24 h | Potency, µM (top dose mostly 46 µM), inactives show at the top dose activity change, negative = inhibition, hits mostly inhibitors | 360,000 compounds, 2.1% hits | AID 504444, 2011; note: potency is the fitted concentration of half-maximal effect; % is set by controls: 0 for no effect and ±100 for the full control effect; nearly all actives have a fitted effect of over 60% in size
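A549 ARE_Fluc cells (5000/well, 5% FBS OPTI-MEM) pre-incubated 2 h, then treated with compounds 18-24 h at 37C/5% CO2 in concentration-response. CellTiter-Fluor viability read first; BugLite luciferase luminescence after 15 min at room temperature gives Nrf2 activity.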
HepG2 tox: qHTS for Inhibitors of TGF-b: Cytotox Counterscreen; HepG2 CAGA-GFP viability, ATP luminescence, 18 h; Potency, µM (series often up to 46.1 µM), inactives show at the top dose activity change, negative = cytotoxicity, most hits filed as cytotoxic; 410,000 compounds, 0.76% hits; AID 588856, 2011; note: potency is the fitted concentration of half-maximal effect; some results filed as inactive show a strong effect at the top dose
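CellTiter-Glo luminescence gave cytotoxicity after 18 hours at 37 degrees C. The cells were HepG2 CAGA-GFP in 1% FBS DMEM, stimulated with 500 pg/mL TGF-beta after compound addition. %Activity was normalised to no-cell wells (complete cell-killing) and DMSO (no toxicity), and curves were fitted and classified.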
CCT modulator: High-Throughput Screening for Modulators of Cytosolic Chaperonin Activity. purified chaperonin ATPase assay, HTRF ADP detection, 30 min. activity change, % (test concentration not listed), hits read low. 360,000 compounds, 0.3% hits; in the data active = activity change below about -30%; note: % is set by controls: 0 for no effect and ±100 for the full control effect
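First, chaperonin was dispensed at 40 nM or 20 nM final depending on batch activity. Next, compounds were pinned at 76 uM and ATP added at 10 uM. After 30 min at 37 °C, ADP detection reagents ran 30 min at ambient temperature.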
TGFb SMAD3 inh: qHTS for Inhibitors of TGF-b; AID 588855, 2011; 410,000 compounds, 1.2% hits; Potency, µM (series often up to 46.1 µM), inactives show at the top dose activity, negative = inhibition, hits mostly inhibitors; HepG2 CAGA-GFP TGF-b/SMAD3 reporter, GFP fluorescence, 18 h; TGF-beta stimulated, 500 pg/mL final; note: potency is the fitted concentration of half-maximal effect; % is set by controls: 0 for no effect and ±100 for the full control effect; nearly all actives have a fitted effect of over 65% in size
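TGF-beta reporter screen: HEPG2 CAGA-GFP, 1% FBS, 500 pg/mL TGF-beta final, 18 h; per-cell GFP summed per well; curves fitted and categorized by class.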
Abeta yeast res: qHTS for compounds that reverse cellular toxicity of Amyloid beta (A-beta) peptide in yeast: Primary Screen | yeast expressing A-beta42, growth rescue, OD600, 48 h; response scale: 0% DMSO, 100% iron-clioquinol control | Potency, µM (titrated, usually from 46.1 µM), inactives show at the top dose growth rescue, usual class: activators | 410,000 compounds, 0.063% hits | AID 1347071, 2019; note: potency is the fitted concentration of half-maximal effect; nearly all actives have a fitted effect of over 55% in size
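Growth rescue measured by 600 nm absorbance after 48 h yeast culture at 30 C with compound. Values normalized between DMSO and an equimolar ferric chloride plus clioquinol control.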
Mm-Cpn inhibitor: Inhibitors of TCP-1 ring complex (TRiC) of Methanococcus maripaludis (MmCpn): qHTS | 330,000 compounds, 0.031% hits | Potency, µM (highest dose often 76.9 µM), without a hit: top-dose activity, negative = inhibition, hits mostly inhibitors | AID 504842, 2011 | Chaperonin Mm-Cpn (Methanococcus maripaludis) | purified Mm-Cpn ATPase, ADP Transcreener TR-FRET; note: potency is the fitted concentration of half-maximal effect; % is set by controls: 0 for no effect and ±100 for the full control effect; nearly all actives have a fitted effect of over 80% in size
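ATPase turnover read by TR-FRET ADP competition (Eu cryptate antibody/ADP-d2, 665/590 nm): 10uM ATP final, 25nM Mm-CPN final, 30 min 37degC after 10-min compound preincubation, pH 7.4 Tris/KCl/MgCl2/DTT buffer.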
Akt phos inh: HTS Assay for Inhibitors of Akt Phophorylation: Primary Screen; Neuro2A IGF-stimulated pAkt S473 HTRF, 20 min; stronger effect = lower value; activity change, % for hits at 50 µM; 360,000 compounds, 0.32% hits; AID 651550, 2012; in the data active = activity change below about -80%; inconclusive = mostly about -51% to -80%; note: % is set by controls: 0 for no effect and ±100 for the full control effect
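Neuro2A cells in DMEM with 0.5% FBS, overnight at 37 deg C, given compound at single 50 µM final, then IGF (6 nM final) for 20 min at 37 deg C. Lysed; phospho-Akt Ser473 by HTRF after 24 h, 665/615 ratio.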
* = called active by the depositor; i = inactive; u = inconclusive; x = not tested or not shown; & = joins results of further samples; [ ] = dose if it differs, or a comment. Unless noted, calls come from the whole dose curve; as a rule, active = well fitted curve in the direction sought with a large enough effect; inconclusive = small, poorly fitted or top-dose-only effect, or another doubt; inactive = no such curve, though single readings can be large; an effect the other way counts as inactive or inconclusive.

SMILES	A549 viability	Nrf2 ARE act	Nrf2 block	HepG2 tox	CCT modulator	TGFb SMAD3 inh	Abeta yeast res	Mm-Cpn inhibitor	Akt phos inh
COc1cc(C2c3cc4c(cc3OC(NNC(N)=O)C2C)OCO4)cc(OC)c1OC (stereo not given)	-17.9%	-0.1%	u	-28.3%	-2.2	u	-5.9%	x	i
Cc1noc(C)c1COc1ccc(C(=O)OCC(=O)N2c3ccccc3NC(=O)C2(C)C)cc1	-12.1%	3.0%	-18.6%	-2.6%	-1.8	28.4%	14.8%	3.0%	i
CCOC(=O)Cc1csc(NC(=O)CSC2=NCCS2)n1	-18.0%	23.7%	u	-25.1%	-0.9	-12.4%	-0.2%	-0.6%	i
COc1cccc(CNC(=O)C2CCN(S(=O)(=O)c3ccc4c(c3)CCC(=O)N4)CC2)c1	0.0%	-1.0%	-1.7%	-1.3%	-0.3	-28.7%	27.9%	0.1%	i
CCO[C@H]1OC(C(=O)N2CCOCC2)=C[C@@H](c2ccc(C(F)(F)F)cc2)[C@@H]1CCCO	-0.5%	-0.6%	-12.9%	-14.3%	-1.6	-11.7%	-4.1%	x	i
COc1ccc2nc(SCC(=O)NC3CCCCC3C)[nH]c2c1 (stereo not given)	-16.6%	-0.7%	0.8%	-5.2%	3.1	-16.1%	12.4%	0.8%	i
CCCn1c(=O)n(CC(=O)NCC2CCCO2)c(=O)c2c3c(sc21)COC(C)(C)C3 (stereo not given)	1.9%	0.6%	2.4%	5.9%	1.6	-0.1%	-3.5%	-0.5%	i
CCN(c1ccc(C)cc1C)S(=O)(=O)c1nnc(NC(=O)C(C)C)s1	-0.3%	0.1%	2.5%	-32.2%	-1.6	-28.0%	1.3%	-1.2%	i
Cc1ccc(NC(=O)c2ccc3c(=O)n4c(nc3c2)CCCCC4)nc1	-6.5%	3.2%	2.3%	-15.2%	-2.8	2.8%	-20.9%	-3.9%	i
CCCN(C(=O)Cn1nc(Cc2cccnc2)c2ccccc2c1=O)c1ccc(C(C)C)cc1	-16.6%	-0.3%	u	12.6µM*	x	20µM*	-39.5%[inhibitor]	x	x
CCOc1ncccc1C(=O)NCC(c1ccccc1)N(C)C (stereo not given)	3.1%	22.4%	5.8%	-9.8%	-1.1	-3.0%	-15.8%	1.2%	i
CCC(=O)c1ccc(OCC(=O)Nc2ccc3nc(C)sc3c2)cc1	0.0%	0.1%	-5.2%	-10.3%	-0.6	-13.1%	1.6%	-18.0%	i
O=C(COC(=O)/C=C/c1ccccc1[N+](=O)[O-])Nc1ccc(S(=O)(=O)N2CCOCC2)cc1	1.4%	15.1%	u	4.0%	1.8	-6.2%	1.1%	1.2%	i
CCc1ccccc1NC(=S)NNC(=O)c1ccccc1Cl	13.3%	2.7%	10.0%	-7.8%	1.0	2.3%	1.2%	0.5%	i
O=C(COc1ccccc1)NNc1nc2c(F)cccc2s1	8.1%	4.7%	0.9%	-4.0%	0.5	-5.6%	-6.3%	-1.6%	i
COc1ccc(N(C(=O)/C=C/C(=O)Nc2cc(C)on2)C(C(=O)NC2CCCC2)c2ccccc2C)cc1 (stereo not given)	u	29.2%	u	-29.8%	0.2	u	4.5%	-25.9%	i
COc1ccc(OC)c(-c2nnc3n(CCc4ccccc4)c(=O)c4ccccc4n23)c1	-0.3%	6.0%	u	-23.4%	x	4.1%	-6.0%	x	x
C/C(=N/NC(=O)c1ccccn1)c1c[nH]c2ccccc12	13.8%	12.7%	u	32.7%	0.2	-1.5%	3.7%	-2.3%	i
c1cn2c(NC3CCCCC3)c(-c3ccc(SC4CCCCC4)cc3)nc2cn1	6.7%	-1.4%	2.8%	-0.8%	0.1	2.82µM*	4.0%	-1.7%	i
Cc1cc(C)n2nc(C(=O)OC(C)C(=O)c3ccccc3)nc2n1 (stereo not given)	0.4%	-0.1%	0.3%	-5.4%	-7.2	0.8%	-5.0%	-3.4%	i
COc1ccc(S(=O)(=O)Cc2ccc(C(=O)N3CCN(C(=O)c4ccco4)CC3)o2)cc1	-2.9%	-0.6%	-2.5%	-45.2%	-1.5	u	0.4%	0.9%	i
COc1ccccc1C(c1nnnn1CS(=O)(=O)c1ccc(C)cc1)N1CCSCC1 (stereo not given)	-3.4%	0.3%	u	-19.4%	-1.0	-2.7%	3.9%	1.2%	i
COc1cccc(NC(=O)C(Sc2nc3ccccc3c(=O)n2CC(C)C)c2ccccc2)c1 (stereo not given)	8.2%	-0.7%	6.4%	1.0%	-0.4	-3.6%	4.1%	0.9%	i
CC(C)Cc1nc(N2CCN(C(=O)C(C)C)CC2)c(C#N)c2c1CCC2	-4.8%	0.1%	u	-37.4%	0.4	u	16.2%	-1.1%	i
O=C(Cn1ncc2c3ccccc3n(Cc3ccccc3)c2c1=O)N1CCN(c2ncccn2)CC1	-3.6%	-0.4%	16.4µM*	-7.1%	-0.5	-13.9%	2.5%	-5.0%	i

Grouped by structure: the entries above with an NH in an aromatic ring
SMILES	A549 viability	Nrf2 ARE act	Nrf2 block	HepG2 tox	CCT modulator	TGFb SMAD3 inh	Abeta yeast res	Mm-Cpn inhibitor	Akt phos inh
COc1ccc2nc(SCC(=O)NC3CCCCC3C)[nH]c2c1 (stereo not given)	-16.6%	-0.7%	0.8%	-5.2%	3.1	-16.1%	12.4%	0.8%	i
C/C(=N/NC(=O)c1ccccn1)c1c[nH]c2ccccc12	13.8%	12.7%	u	32.7%	0.2	-1.5%	3.7%	-2.3%	i

Later entries.
SMILES	A549 viability	Nrf2 ARE act	Nrf2 block	HepG2 tox	CCT modulator	TGFb SMAD3 inh	Abeta yeast res	Mm-Cpn inhibitor	Akt phos inh
O=C(NCc1ccco1)C1CCCN(S(=O)(=O)c2cc(Cl)ccc2Cl)C1 (stereo not given)	-2.7%	-0.3%	11.6%	7.4%	-0.5	0.0%	10.3%	2.8%	i
CC(C)N(Cc1cnn(C)c1)Cc1nc(Cc2ccccc2Cl)no1	1.0%	0.4%	10.5%	3.9%	-0.5	20.8%	0.8%	-0.2%	i
Cc1cc2nc(-c3cccc(NC(=O)C(C)C)c3C)oc2cc1C	-13.8%	0.4%	x	0.7%	x	25.2%	-11.8%	x	x
c1ccc2c(c1)CC(N1CCCCC1)c1ccccc1N2 (stereo not given)	-0.4%	0.5%	-17.0%	-20.9%	-1.9	-15.0%	-10.3%	-1.4%	i
Cc1cc(C)n(C(=O)c2ccc(S(=O)(=O)NCC3CCCO3)cc2)n1 (stereo not given)	8.6%	2.1%	x	5.0%	-2.7	16.6%	10.1%	0.9%	i
CCOc1cc(C(=O)OC(C)C(=O)Nc2ccc(NC(C)=O)cc2)ccc1OCC(=O)N1CCCCC1 (stereo not given)	-6.0%	0.4%	1.2%	-4.2%	-1.5	0.6%	-8.2%	-2.2%	i
CCCNC(=S)N1CCN(Cc2ccc3c(c2)OCO3)CC1	1.2%	-0.4%	-21.1%	-5.0%	0.0	-0.3%	5.3%	-1.3%	i
O=C(OCn1ncc(Br)c(Br)c1=O)c1ccc(F)cc1	u	u	u	10µM*	4.7	11.2µM*	-66.2%[inhibitor]	u	i
OC(c1ccc(F)c(F)c1)c1nc(-c2cnc3ccccc3c2)cs1 (stereo not given)	x	4.9%	x	3.4%	1.1	-4.4%	-8.0%	x	i
CCCN1CCC(=O)N([C@H](CSc2ccccc2)c2ccccc2)CC1	-7.3%	8.9%	u	1.3%&-5.0%	-0.1	0.3%&-12.9%	14.1%	2.8%	i
COc1ccc(C(=O)CC(Nc2ccc([N+](=O)[O-])cc2)c2ccc(OC)cc2)cc1 (stereo not given)	-21.7%	0.5%	u	-2.0%	0.4	2.7%	24.1%	-1.6%	i
O=C(CCCOc1ccc(Cl)cc1Cl)NN1CCOCC1	0.6%	0.3%	-12.3%	0.8%	-0.9	-12.8%	3.8%	2.1%	i
C[C@H]1CN([C@@H](C)CO)C(=O)CCCn2nncc2CO[C@@H]1CN(C)S(=O)(=O)c1ccccc1	x	0.1%	x	-23.5%	-2.1	-5.1%	3.7%	x	i
Cc1ccc(-c2nc3sc4c(N)ncnc4c3c3c2CCCC3)cc1	-0.1%	-0.5%	u	8.9%	1.0	-12.1%	-2.6%	-0.6%	x
O=c1oc2ccccc2c(N2CCOCC2)c1[N+](=O)[O-]	2.1%	0.2%	6.5%	-31.2%	0.7	13.4%	-5.1%	0.7%	i
Cc1ccc(S(=O)(=O)NNC(=O)c2cc3cc4ccccc4nc3s2)cc1	-0.5%	0.0%	-16.9%	-24.4%	1.1	1.2%	7.1%	0.3%	i
Cc1cccc(NC(=O)c2nc[nH]c2C(=O)NC[C@H](C)O)c1	x	3.7%	x	-16.7%	-1.2	-0.1%	-8.3%	x	i
O=C(Nc1ccon1)c1ccc(Cl)c(S(=O)(=O)N2CCCCC2)c1	-1.4%	0.2%	u	-3.2%	1.5	-7.7%	2.4%	-2.4%	i
CCN(CC(=O)Nc1c(F)cccc1F)C(=O)c1ccc2ncsc2c1	0.8%	-0.7%	12.1%	5.1%	-0.3	0.3%	10.8%	1.7%	i

Part of the list above, reduced to Mm-Cpn inhibitor.
| mol | Mm-Cpn inhibitor |
| --- | --- |
| CCCN1CCC(=O)N([C@H](CSc2ccccc2)c2ccccc2)CC1 | 2.8% |
| COc1ccc(C(=O)CC(Nc2ccc([N+](=O)[O-])cc2)c2ccc(OC)cc2)cc1 (stereo not given) | -1.6% |

Bioassay records deposited in PubChem by National Center for Advancing Translational Sciences (NCATS).
